Screens deposited in PubChem by National Center for Advancing Translational Sciences (NCATS).
HTT cytoprotect: Huntington cell model cytoprotection by ATP luminescence. Potency, µM (series often up to 56.4 µM), inactives show cytoprotection (ATP increase), usual class: activators. PC12 HTT-Q103 induced, cytoprotection, ATP luminescence, 40 h. AID 1471. 0.14% of 230,000 active;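 further: potency means the concentration at half of the fitted maximal effect; % of control where 0% means no effect; nearly all actives have a fitted effect of over 45% in size; toxic huntingtin expression switched on by the ecdysone agonist tebufenozide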
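Compounds were screened for protection of PC12 cells against cell death after tebufenozide induction (100 nM final) of mutant Huntingtin exon 1 (Q103) fused to GFP.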
IMPase Li inh: IMPase inhibition in cells with lithium potentiation; Potency, µM (doses to about 59.4 µM), inactives show at the top dose activity, negative = IMPase inhibition, hits mostly inhibitors; AID 1457; 0.35% of 210,000 active; CHO-M1 cells, IP1 TR-FRET (IP-One), carbachol + lithium;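 further: IP1 builds up when IMPase is blocked and the TR-FRET signal falls; potency means the concentration at half of the fitted maximal effect; plate controls were basal vehicle for no effect and high inhibitor control for full effect; nearly all actives have a fitted effect of over 50% in size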
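CHO-M1, 2000 cells/well, 16–30 h culture; cpd + low Li+, 30 min 37C; lysis with d2-IP1/Eu-anti-IP1 Ab, 10 min RT; TR-FRET 665/620 ratio and 620 channel; AC50 via Hill.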
LMNA splice mod: changes lamin A minigene splicing in HeLa cells; HeLa LMNA splicing GFP/RFP minigene ratio, 48 h; Potency, µM (series often up to 46.1 µM), inactives show at the top dose ratio change, negative = inhibition, actives largely listed as inhibitors; 0.01% of 200,000 active; active means well fitted inhibition curve with a large enough effect in the signal ratio, with a control signal flat, not every such curve was filed as active; inconclusive means small, poorly fitted or top-dose-only effect, or effect the other way, or a change in a side signal; the % refers to the signal ratio; further: potency means the concentration at half of the fitted maximal effect; on the % scale 0 is the no-effect control and ±100 the full control effect
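Read-out is the ratio of GFP to DsRed2 object intensity, acquired by 488 nm laser-scanning cytometry on HeLa lamin A-EGFP minigene reporter cells. Compound incubation 48 hrs at 37 °C in Opti-MEM with 2% FBS; DMSO 0.5% final.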
CBFb RUNX1 block: inhibitors of human CBF-beta and RUNX1 interaction; Q01196+Q13951; AlphaScreen CBFb-His/RUNX1-biotin binding, biochemical; Potency, µM (top dose mostly 59.8 µM), without a hit: at the highest dose activity, negative = inhibition, hits mostly inhibitors; 230,000 tested, under 10 active; AID 1477; further: % of control where 0% means no effect
Target sequence (Q01196 whole entry, looked up): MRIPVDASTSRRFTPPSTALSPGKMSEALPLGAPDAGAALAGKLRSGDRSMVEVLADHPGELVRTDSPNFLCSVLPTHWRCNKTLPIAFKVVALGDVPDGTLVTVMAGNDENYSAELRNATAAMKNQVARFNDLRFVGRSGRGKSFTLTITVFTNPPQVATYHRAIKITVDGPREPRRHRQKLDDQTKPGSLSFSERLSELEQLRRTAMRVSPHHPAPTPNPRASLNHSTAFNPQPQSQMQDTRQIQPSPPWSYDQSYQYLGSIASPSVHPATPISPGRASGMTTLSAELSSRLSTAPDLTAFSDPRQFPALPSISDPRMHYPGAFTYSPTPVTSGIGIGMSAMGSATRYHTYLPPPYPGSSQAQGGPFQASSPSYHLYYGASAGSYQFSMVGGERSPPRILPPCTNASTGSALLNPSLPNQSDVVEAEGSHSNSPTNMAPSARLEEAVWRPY
Target sequence (Q13951 whole entry, looked up): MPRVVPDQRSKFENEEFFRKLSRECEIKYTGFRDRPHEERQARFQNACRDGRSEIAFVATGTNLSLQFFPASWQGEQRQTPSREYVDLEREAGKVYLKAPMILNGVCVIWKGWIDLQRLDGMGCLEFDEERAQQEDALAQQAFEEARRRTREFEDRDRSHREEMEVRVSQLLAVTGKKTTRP
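Compounds were screened at multiple concentrations against a preformed CBF-beta(His)/RUNX1(biotin) complex (30 nM of each) for 15 min at room temperature, followed by 90 min with nickel and streptavidin beads and AlphaScreen reading.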
HttQ103 aggreg: mutant huntingtin aggregation inhibition; PC12 HttQ103-GFP aggregates, Acumen cytometry, 40 h; Potency, µM (titrated, usually from 46.1 µM), inactives show top-dose activity change, negative = inhibition, hits mostly inhibitors; 1.1% of 220,000 active; AID 1688; further: potency means the concentration at half of the fitted maximal effect; on the % scale 0 is the no-effect control and ±100 the full control effect; nearly all actives have a fitted effect of over 60% in size
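Compounds (qHTS titration) were added to PC12 cells expressing an ecdysone-driven HTT exon 1 Q103–GFP fusion after induction with 100 nM tebufenozide. Aggregate formation was measured as GFP objects in cell lysates.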
SMN2 splice up: SMN2 splice variant enhancement; 2.8% of 210,000 active; Potency, µM (series often up to 46.1 µM), for inactives: top-dose activity change, positive = activation, usual class: activators; AID 1458; HEK293 SMN2-luciferase splicing reporter, luminescence, 30-36 h; further: potency means the concentration at half of the fitted maximal effect; % of control where 0% means no effect; nearly all actives have a fitted effect of over 55% in size
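qHTS luciferase splicing reporter: luminescence rises when SMN2 exon 7 is included in transfected HEK293 cells. Compound exposure lasted 30-36 h at 37C, with 4.5 mM final sodium butyrate as control, followed by a ONE-Glo read.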
Luc counter: counter-screen: inhibitors of Kinase-Glo firefly luciferase; Q27757; Potency, µM (top dose mostly 38.3 µM), without a hit: top-dose activity change, negative = inhibition, most hits filed as inhibitors; Kinase-Glo luciferase, ATP luminescence, 8 min; AID 1379; 0.28% of 200,000 active; further: potency means the concentration at half of the fitted maximal effect; on the % scale 0 is the no-effect control and ±100 the full control effect; nearly all actives have a fitted effect of over 60% in size
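Inhibition of Kinase-Glo luciferase light generation was assessed at 10 uM ATP in pH 7.2 imidazole buffer, with luminescence measured after eight minutes at ambient temperature.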
* = called active by the depositor; ? = inconclusive; · = not tested or not shown; & = joins results of further samples; [ ] = another dose, or the depositor's remark. Unless noted, the call rests on the fitted dose curve; in most records, active means well fitted curve in the direction sought with a large enough effect; inconclusive means small, poorly fitted or top-dose-only effect, or another doubt; inactive means no such curve, though single readings can be large; an effect the other way counts as inactive or inconclusive.

No.	SMILES	HttQ103 aggreg	IMPase Li inh	HTT cytoprotect	LMNA splice mod	Luc counter	CBFb RUNX1 block	SMN2 splice up
1	COc1ccc(C2CC(c3cccs3)=NN2S(C)(=O)=O)cc1 (stereo not given)	-9%[9.22 µM]	·	-6%[10 µM]	·	·	-2%	·
2	O=C(O)c1cc([N+](=O)[O-])ccc1NCc1ccccc1	-5%	0%	-26%	?	5%	-3%	-1%
3	Cc1ccc(/C=N/N2C(=O)C3C(C2=O)C2C=CC3C23CC3)o1 (stereo not given)	2%	7%	-31%[10 µM]	-4%	-1%	5%	7%
4	Nc1nc(-c2ccccc2)c(N=Nc2ccccc2Cl)s1	?	15%	20%[10 µM]	?	-3%	·	-16%
5	CCOC(=O)[C@H](CCc1ccccc1)N[C@@H](C)C(=O)N1CCC[C@H]1C(=O)O	11%&-3%	2%&-2%&-9%	?	?	-1%	7%	-12%
6	O=C(Nc1ccccc1)OCCCc1ccccc1	-3%	-4%	-34%[inhibitor]	·	-1%	11%	?
7	Cc1c(C#N)c(N)c(C(=O)c2ccccc2)n1Cc1ccccc1	15%	-8%[38.3 µM]	-6%	6%	4%	1%	-3%
8	CCCCC(=O)Nc1cc([N+](=O)[O-])ccc1Cl	0%	-3%	9%[0.074 µM]	5%	7%	-4%	-1%

Next section, starting with the last 3 of the part before.
No.	SMILES	HttQ103 aggreg	IMPase Li inh	HTT cytoprotect	LMNA splice mod	Luc counter	CBFb RUNX1 block	SMN2 splice up
6	O=C(Nc1ccccc1)OCCCc1ccccc1	-3%	-4%	-34%[inhibitor]	·	-1%	11%	?
7	Cc1c(C#N)c(N)c(C(=O)c2ccccc2)n1Cc1ccccc1	15%	-8%[38.3 µM]	-6%	6%	4%	1%	-3%
8	CCCCC(=O)Nc1cc([N+](=O)[O-])ccc1Cl	0%	-3%	9%[0.074 µM]	5%	7%	-4%	-1%
9	CCn1c(=O)cc(OCC(=O)O)c2ccccc21	-6%	·	8%	3%	·	-2%	·
10	O=C(COC(=O)COc1ccc2ccccc2c1)Nc1cc(C(F)(F)F)ccc1N1CCOCC1	6%	0%	34%[10 µM]	-13%	0%	4%	6%
11	CC1(C)Oc2ccc(C(=O)NC3CC3)cc2N(CC(=O)N2CCOCC2)C1=O	9%	-12%[38.3 µM]	-13%[10 µM]	-7%	-6%	1%	2%
12	O=C(COc1ccc(C(F)(F)F)cc1[N+](=O)[O-])Nc1cccc(C(F)(F)F)c1	-10%	-5%	·	4%	13%	6%	-4%
13	CCC1CCC(C(=O)NC(CCSC)C(=O)NCCN(CC(C)C)CC(C)C)CC1 (stereo not given)	19%	-3%	-30%[inhibitor]	·	1%	-9%	-2%
14	O=C1CCCC2=C1C(c1cccs1)CC(=O)N2c1ccc(F)cc1 (stereo not given)	-9%	0%	-15%	3%[46 µM]	0%	2%	44%
15	O=C(Nc1ccncc1)c1ccccc1[N+](=O)[O-]	?	-4%	-36%[inhibitor]	18%[46 µM]	-2%	-8%	-53%[inhibitor]
16	CCOC(=O)c1[nH]c(C)c(C(=O)Nc2cc(OC)ccc2OC)c1C	0%	-10%[38.3 µM]	-56%[inhibitor][10 µM]	?	4%	-1%	-7%
17	CCOC(=O)c1cccc(NS(=O)(=O)Cc2ccccc2)c1	-8%	-10%	-27%	·	4%	5%	0%
18	CCC(CC)c1nnc(NC(=O)CCN2C(=O)c3ccccc3C2=O)s1	-1%	·	5%	?	·	4%	·
19	O=C1NC(=Nc2ccc(F)cc2)SC1Cc1ccc(F)cc1 (stereo not given)	11%[9.22 µM]	·	28%[10 µM]	·	·	7%	·
20	Cc1ccc(NC(=O)c2ccncc2)cc1S(=O)(=O)N(C)C	-25%	4%	-5%[10 µM]	-6%	2%	1%	4%
21	CC(=O)N1CCC2(CCCN(c3ccccn3)C2)CC1	·	12%	-6%	·	1%	·	-3%
22	O=c1c2ccccc2oc2ccccc12	·	-2%	-79%[inhibitor]	·	-12%	15%	?
23	COc1ccc(NC(=O)N2CCCC2C(=O)Nc2ccc(C)cc2)cc1 (stereo not given)	-7%	-5%[38.3 µM]	9%[10 µM]	5%	-7%	-1%	-1%
24	CC/C(=N\NC(=O)CCC(=O)NCc1ccccc1)c1ccc(O)cc1	4%[9.22 µM]	9%	-2%[10 µM]	?	-2%	2%	·

Arranged by the number under CBFb RUNX1 block (descending): some entries from above
| nr | mol | CBFb RUNX1 block |
| --- | --- | --- |
| 18 | CCC(CC)c1nnc(NC(=O)CCN2C(=O)c3ccccc3C2=O)s1 | 4% |
| 9 | CCn1c(=O)cc(OCC(=O)O)c2ccccc21 | -2% |
| 2 | O=C(O)c1cc([N+](=O)[O-])ccc1NCc1ccccc1 | -3% |

New compounds follow
No.	SMILES	HttQ103 aggreg	IMPase Li inh	HTT cytoprotect	LMNA splice mod	Luc counter	CBFb RUNX1 block	SMN2 splice up
25	COc1cccc(/C=N/NC(=O)c2cccc([N+](=O)[O-])c2)c1OS(=O)(=O)c1ccc(C)cc1	-14%	-3%[38.3 µM]	-60%[inhibitor]	-12%	-1%	-12%	-13%
26	Clc1ccc(-c2nc3ncccn3c2Cl)cc1	22%	-27%	18%[10 µM]	11%[46 µM]	-8%	-14%	-33%[inhibitor]
27	CCOc1ccccc1-n1c(SCC(N)=O)nnc1-c1cccnc1	?	25%[38.3 µM]	-56%[inhibitor][10 µM]	6%	0%	-3%	·
28	Cc1c(Cl)cccc1N=C(N)N=C(N)N	14%[9.22 µM]	8%	26%[10 µM]	16%[46 µM]	-1%	1%	-4%
29	Cn1c(=O)c(C(=O)NCC2CCCO2)c(O)c2ccccc21 (stereo not given)	-11%[9.22 µM]	7%	-16%[10 µM]	9%[46 µM]	-1%	2%	-32%[inhibitor]
30	S=c1[nH]nc(C2CCCCC2)n1/N=C/c1cccs1	-4%	7%[38.3 µM]	-2%	5%	-5%	-10%	-4%
31	COCCNc1cc(-c2ccccc2CN(C)C)ncn1	·	-2%	5%	5%	-1%	·	-5%
32	COC(=O)[C@@]1(Cc2ccc(F)cc2)[C@H]2c3cc(C(=O)N(C)C)n(C)c3C[C@H]2CN1C(=O)c1ccccc1	·	5%	?	·	-4%	19%	-20%
33	CCOC(=O)c1c(NC(=O)CSc2nnc(-c3c[nH]c4ccccc34)n2C)sc2c1CCCC2	24%	12%	·	?	2%	10%	-41%[inhibitor]
34	CC(C)OCCCNC(=O)Cn1ncc2c(=O)oc3ccccc3c21	3%	-18%[38.3 µM]	-3%	3%	1%	7%	-4%
35	CCNC(=O)NC(C(=O)OC)C12CC3CC(CC(C3)C1)C2 (stereo not given)	-5%	3%[38.3 µM]	2%	-1%	6%	7%	6%
36	CN(C)CCNc1ncnc2c1sc1nc(N3CCOCC3)c3c(c12)CC(C)(C)SC3	-11%	-7%[38.3 µM]	-90%[inhibitor]	?	-6%	0%	-20%
37	COc1cc(C(=O)NCc2cn3cccc(C)c3n2)cc(OC)c1OC	11%	-6%[38.3 µM]	-19%	-8%	-2%	-5%	1%
38	CCOC(=O)Cn1c(S(=O)(=O)Cc2ccccc2)nc2ccccc21	-11%	4%	-1%	-8%	-1%	2%	-3%
39	CN(C)c1ccc(/C=c2/sc3n(c2=O)NC2(c4ccccc4)N(C)C(=O)N(C)C2(c2ccccc2)N=3)cc1 (stereo not given)	19%	-2%	·	-2%	0%	1%	24%
40	CC(=O)Oc1ccc2c(c1)c(C(C)=O)c(C)n2C	?	18%[38.3 µM]	11%[1.9 µM]	20%	-1%	4%	-11%
41	COCCNc1nc(C)c(C(C)=O)s1	7%	0%	-12%	·	0%	9%	11%
42	Cc1ccccc1NCN1C(=O)C2C3C=CC(C3)C2C1=O (stereo not given)	-3%	3%[38.3 µM]	-8%	7%	3%	-12%	17%
43	CCOC(=O)c1ccn(-c2nc(-c3ccco3)cc(C(F)(F)F)n2)n1	3%	28%[38.3 µM]	-4%[10 µM]	-12%	1%	14%	-17%
44	CCN(CC)S(=O)(=O)c1cccc(NC(=O)c2ccccc2Br)c1	-21%	1%	-37%[inhibitor]	-25%[46 µM]	4%	11%	7%
45	O=C(/C=C/c1ccccc1Cl)c1ccc(O)cc1	-9%[9.22 µM]	·	2%[10 µM]	·	·	-3%	·
46	CN1CCN(NC(=O)c2ccc(Br)s2)CC1	-9%[9.22 µM]	·	-7%[10 µM]	·	·	1%	·
47	COc1ccc(N2CCN(C(c3cccc(OC)c3OC)c3nnnn3C3CCCC3)CC2)cc1 (stereo not given)	-19%	21%	7%[10 µM]	?	1%	-18%	-8%

Some of these compounds in order of SMILES length, high to low.
No.	SMILES	HttQ103 aggreg	IMPase Li inh	HTT cytoprotect	LMNA splice mod	Luc counter	CBFb RUNX1 block	SMN2 splice up
47	COc1ccc(N2CCN(C(c3cccc(OC)c3OC)c3nnnn3C3CCCC3)CC2)cc1 (stereo not given)	-19%	21%	7%[10 µM]	?	1%	-18%	-8%
40	CC(=O)Oc1ccc2c(c1)c(C(C)=O)c(C)n2C	?	18%[38.3 µM]	11%[1.9 µM]	20%	-1%	4%	-11%
45	O=C(/C=C/c1ccccc1Cl)c1ccc(O)cc1	-9%[9.22 µM]	·	2%[10 µM]	·	·	-3%	·
46	CN1CCN(NC(=O)c2ccc(Br)s2)CC1	-9%[9.22 µM]	·	-7%[10 µM]	·	·	1%	·
41	COCCNc1nc(C)c(C(C)=O)s1	7%	0%	-12%	·	0%	9%	11%
